INS promoter inh = TRM-6 insulin promoter activity inhibition. actives 0.9% (n = 130,000). TRM-6 cells (human fetal islet line), insulin promoter-eGFP reporter, imaging; reporter expression induced with tamoxifen. AID 1273. inhibition, % at 2 µM;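 active = inhibition above the mean plus 3 SD, with well images judged a real hit on visual review, cut at about 60% in these data, passing the limit was not always enough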
sdo1 growth = compounds rescuing growth of sdo1-depleted yeast, bone marrow failure model; z-score at 10 µM; actives 0.21% (n = 140,000); S. cerevisiae sdo1-depleted JHY4D growth rescue, OD600 30 h; active compounds read high; pdr5 snq2 efflux-pump mutant strain; AID 817;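 active = z-score above 3 at both the 24 hr and the 30 hr optical density reads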;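 also: z-score against mean and SD of all compound wells on the same plate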
sdo1 growth Rescue 24 h = second read-out of sdo1 growth, no call of its own (marks repeat the call); z-score; S. cerevisiae sdo1-depleted JHY4D growth rescue, OD600; measured here: growth rescue at 24 h;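 0 is the plate mean of compound wells and units are plate SD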
* marks the source's active call; other numbers are inactive results; i = inactive; . = no result given. This is a subset. The share of hits here may be higher or lower than overall.

Second line of a record: INS promoter inh	sdo1 growth	sdo1 growth Rescue 24 h
O=C(Cn1c(-c2ccccc2Cl)nc2ccccc21)Nc1cccc(Cl)c1
 : 6.7	-0.24	0.28
Cc1cc2oc(=O)cc(CSc3nnc(-c4cccs4)o3)c2cc1C(C)C
 : .	-0.26	0.01
O=C(NNC(=O)C1CCN(Cc2ccccc2)CC1)c1cccs1
 : -25.7	.	.
c1ccc(-c2nnc(SCc3nc4ccccc4[nH]3)n2Cc2ccco2)cc1
 : -26.5	-0.88	-1.06
Cc1onc(-c2ccccc2)c1C(=O)N1CCC(C)CC1
 : -13.5	1.08	0.74
CC(OC(=O)c1cccc(N2C(=O)c3ccccc3C2=O)c1)C(=O)Nc1ccc(N(C)C)cc1 (configuration not stated)
 : -18.9	1.03	1.96
Cc1ccc2cccc(OCC(=O)N3CC(C)CC(C)C3)c2n1 (configuration not stated)
 : -209.1	.	.
c1ccc(CSc2ncnc3c2sc2nc(N4CCOCC4)c4c(c23)CCCC4)cc1
 : 13.3	0.43	0.57
O=C(O)CNS(=O)(=O)/C=C/c1ccccc1
 : 25.0	.	.
Nc1nc(SCC(=O)N2CCCc3ccccc32)[nH]c(=O)c1-c1ccccc1
 : 10.0	0.75	0.02
CCn1ncc(Br)c1C(=O)Nc1sc2c(c1C(=O)OC)CCC2
 : 17.3	.	.
CCN1CCN(C(=O)c2ccc(Sc3ccccc3Cl)c([N+](=O)[O-])c2)CC1
 : -27.0	0.03	-0.18
Cc1cc(C)nc(N2CCN(c3nnnn3-c3ccccc3)CC2)n1
 : .	-0.25	-0.33
CC(=O)ON1C(C)(C)Cc2noc(N)c2C1(C)C
 : 25.6	0.35	-0.32
COc1ccc(-n2c(CCc3ccccc3)nnc2SCC(=O)NCc2ccccc2)cc1
 : -34.5	-0.34	-0.21
CN1C(=O)/C(=N/OC(=O)c2ccccc2Br)c2ccccc21
 : -6.7	.	.
C[C@H](NC(=O)NCc1ccc(F)cc1)C(=O)O
 : 14.3	1.32	0.29
S=C1SCN(Cc2cccnc2)CN1Cc1ccccc1
 : 25.0	.	.
CCCc1cc(=O)n2[nH]c(NCc3cccs3)nc2n1
 : -3.6	0.95	0.62
C=CCn1c(CCC(=O)Nc2ccc(C)c(Cl)c2)nnc1SCC(=O)Nc1ccccc1C
 : -16.7	-0.09	-0.2
Cc1c(NC(=O)CN2c3cccc4cccc(c34)S2(=O)=O)c(=O)n(-c2ccccc2)n1C
 : .	1.69	1.79
CC(C)C(=O)NC(c1ccccc1)c1cc([N+](=O)[O-])c2cccnc2c1O (configuration not stated)
 : -86.7	-0.48	0.15
CCCCNC(=S)N(C)N=C1CCC(c2ccccc2)CC1 (configuration not stated)
 : 18.2	.	.
CC(C)(O)C#Cc1ccc(C(=O)NCc2ccccc2)s1
 : -27.9	.	.
Cc1cc(C(=O)Nc2c(C)n(C)n(-c3ccccc3)c2=O)c2ccccc2n1
 : 42.9	0.15	0.5
COc1ccc(OCC(=O)NNC(=O)c2cccs2)cc1
 : 4.3	0.51	0.06
CCC(CC)n1[nH]c(=O)cc1N
 : -100.0	0.3	-0.01
c1ccc(CSc2nnnn2-c2cccc3ccccc23)nc1
 : 17.6	-0.76	-0.95
C=CCN(CC=C)C(=O)CN1C(=O)c2ccccc2C1=O
 : 54.0	0.11	-0.17
CCCCn1nnnc1NCc1ccc(OC)c(OC)c1
 : 22.2	0.05	-0.76
CN(C)S(=O)(=O)c1cc(NC(=O)CN2CCN(c3ccc(O)cc3)CC2)ccc1Cl
 : 8.3	.	.
COc1ccc([N+](=O)[O-])cc1NC(=O)CSCc1ccccc1
 : .	0.06	0.14
CCOC(=O)C1(Cc2ccccc2C(F)(F)F)CCN(C2CCCC2)CC1
 : -6.2	.	.
CC(=N/O)/C(C)=N\NC(=O)c1ccccn1
 : -44.4	.	.
CCOC(=O)C1=C(C)N(C)C(=O)C1CC(=O)O (configuration not stated)
 : 11.1	0.68	-0.04
O=C(C[n+]1cc(-c2ccc(Cl)c(Cl)c2)n2c1CCC2)N1c2ccccc2Sc2ccccc21
 : -23.5	0.44	0.57
COC(=O)c1c(NC(=O)COC(=O)c2ccc(O)cc2)sc2c1CCCCC2
 : .	-0.07	0.96
O=C(CSc1nc2ccccc2o1)NC(=O)NCc1ccco1
 : -13.2	0.18	0.03
O=C(CN1CCN(Cc2ccccc2)CC1)N/N=C\C=C/c1ccco1
 : -6.7	-0.39	-1.2
COCCNC(=O)/C(C#N)=C/c1cccc(NC(=O)c2ccccc2Cl)c1
 : .	-0.52	-1.02
CC(=O)Nc1ccc2c(c1)C(=O)c1ccccc1C2=O
 : .	-1.11	-0.53
CNC(=O)OC(C)CNS(=O)(=O)c1ccc(C)cc1 (configuration not stated)
 : -29.2	1.13	0.29
CCOC(=O)CC(=O)CSc1nc(-c2ccccc2)cc(-c2ccccc2)c1C#N
 : .	-0.6	-0.51
O=C(CCC1CCCCC1)NNC(=O)NC12CC3CC(CC(C3)C1)C2
 : 8.5	-0.93	-0.76
O=C(NCCN1C(=O)S/C(=C\c2ccc(Cl)c(Cl)c2)C1=O)c1cnccn1
 : .	-0.82	-0.31
O=C(NC1CCCCC1)C1CCN(C(=O)NCc2ccccc2)CC1
 : .	0.91	1.24
CC(C)(C)C(=O)COC(=O)c1ccc(O)cc1
 : 19.4	0.87	1
CC(=O)Nc1ccc(C(=O)OCC(=O)N(Cc2ccccc2)C(C)(C)C)cc1
 : 52.5	-0.28	0.11
CCn1c(SC(C)C)nnc1-c1cc(-c2ccccc2)sc1N
 : -50.0	-0.42	0.26
CCCCOC(=O)Nc1ccc(C(N)=O)cc1
 : 3.6	0.34	0.7

Given with the structure last: part of the list above
| INS promoter inh | sdo1 growth | sdo1 growth Rescue 24 h | molecule |
| --- | --- | --- | --- |
| 17.3 | . | . | CCn1ncc(Br)c1C(=O)Nc1sc2c(c1C(=O)OC)CCC2 |
| 19.4 | 0.87 | 1 | CC(C)(C)C(=O)COC(=O)c1ccc(O)cc1 |
| 11.1 | 0.68 | -0.04 | CCOC(=O)C1=C(C)N(C)C(=O)C1CC(=O)O (configuration not stated) |

Other records follow.
Second line of a record: INS promoter inh	sdo1 growth	sdo1 growth Rescue 24 h
COC(=O)c1sc(-c2ccccc2)cc1NC(=O)c1ccc(OC)cc1
 : 0.0	-0.29	1.49
O=C(Nc1ccc(Cl)cn1)Nc1cccs1
 : .	0.64	1.53
COc1ccc(C(C(=O)NC2CCCCC2)N(Cc2ccco2)C(=O)CNC(=O)c2ccco2)cc1 (configuration not stated)
 : 20.0	-0.25	-0.97
COC(=O)c1nn(-c2ccccc2)c(Sc2ccc(Br)cc2)c1/C=N/O
 : -6.5	-1.37	-0.88
CCCOc1ccc2c(C)c(CC(=O)OC)c(=O)oc2c1
 : -117.1	-0.73	-0.71
O=C(N/N=C/c1ccccc1OC(=O)c1ccc2c(c1)OCO2)c1cccc(F)c1
 : 0.0	0.41	1.97
CCN1N=C(c2cc(Cl)sc2Cl)CSC1=O
 : 62.5	-0.44	0.17
N=C1/C(=C/c2cccn2Cc2ccc(Cl)cc2)C(=O)N=C2SC=CN12
 : -56.7	-1.01	-0.25
Cc1ccccc1N(C(=O)Cc1cccs1)C(C(=O)NCC1CCCO1)c1cccnc1 (configuration not stated)
 : .	0.88	0.84
CC1CCCCN1C(=O)C12CCC(C)(/C(=N/O)C1)C2(C)C (configuration not stated)
 : 15.4	-0.08	-0.52
COc1cccc(-c2[nH]nc3c2C(c2ccoc2)C(C#N)=C(N)O3)c1 (configuration not stated)
 : -100.0	0.15	0.59
CCCOC(=O)Nc1cccc(C(C)=O)c1
 : -305.6	2.31	2.51
COc1cc(OC)cc(C(=O)O/N=C(\N)c2ccncc2)c1
 : 31.0	-0.48	-0.8
Cc1cccc(C(=O)NNC(=O)c2ccccc2C)c1
 : -40.0	.	.
CC(/C=C/c1ccccc1)=N\NC(=O)Cn1nc(C)cc1C
 : 44.6	0.06	-0.68
CC1(C)Cc2nc3sc4c(SCC(=O)NCc5ccccc5)ncnc4c3cc2CO1
 : -48.3	-0.4	0.45
FC(F)(F)c1ccccc1NC(=S)Nc1cccc2cnccc12
 : 40.0	.	.
CCOCCOCCC(C(=O)O)P(=O)(c1ccccc1)c1ccccc1 (configuration not stated)
 : 50.0	1.13	1.04
COCCNC(=O)c1onc(CSc2ccccc2F)c1C(=O)O
 : .	0.35	-0.51
COc1ccc(-n2cnnc2SCC(=O)Nc2cc(C(C)(C)C)nn2-c2ccccc2)cc1
 : 8.7	-0.17	-0.18
O=[N+]([O-])c1cc(Br)c(O)c(/C=N/Nc2nnnn2-c2cccc3ccccc23)c1
 : 15.9	-0.37	-0.86
C/C(Cn1cnc([N+](=O)[O-])n1)=N\NC(=O)c1ccccc1
 : 17.6	0.25	-0.56
Cc1[nH]nc2ncc(C(=O)c3cc(F)ccc3O)cc12
 : 38.5	-0.86	-0.17
CCOc1ccccc1OCC(=O)OCC(=O)Nc1ncc(Cl)cc1Cl
 : .	0.86	0.65
Fc1ccc(-n2cnnn2)c(F)c1
 : .	0.2	-1.11
Cc1ccc(S(=O)(=O)N2CCN(CCC#N)CC2)cc1
 : 27.8	.	.
Cc1ccc(CCNC(=O)CCNS(=O)(=O)c2ccc3c(c2)oc(=O)n3C)cc1
 : .	-0.57	-0.04
CCN(CC)C(=O)N1CCC(NC(=O)Cc2ccccc2)CC1
 : 0.0	-0.29	-0.95
Cc1ccc(C)c(-n2c(Cc3cccs3)n[nH]c2=S)c1
 : .	0.94	1.05
CC(C)(C)n1nnnc1C(c1ccc(Cl)cc1)N(Cc1cccnc1)Cc1ccco1 (configuration not stated)
 : -115.4	-1.91	-1.65
O=C(CCl)N(c1ccccc1)C1CCCCC1
 : i	.	.
COc1ccc(CNC(=O)C2CSC(=O)C2)cc1 (configuration not stated)
 : -28.6	-0.25	-0.6
Cc1cc(N2CCOCC2)nc(-c2ccc(Br)cc2)n1
 : 20.0	-0.45	-1.55
COc1ccc(OCC(O)CN2CCN(c3ncccn3)CC2)cc1 (configuration not stated)
 : 6.7	0.35	-0.17
CCc1ccc(C(=O)COC(=O)CNC(=O)c2ccco2)cc1
 : .	1.19	-0.32
C/C=C/COC(=O)c1[nH]c2c(c1C)C(=O)CC(c1ccco1)C2 (configuration not stated)
 : .	-0.98	-1.1
Cc1ccc2cc(/C=N/NC(=O)[C@H](C)NC(=O)OC(C)(C)C)c(Cl)nc2c1
 : .	-0.99	-0.96
Cc1c(/C=C/C(=O)c2cccs2)cnn1C
 : 14.3	0.63	-0.22
O=C(CSc1nnc(SCC(=O)c2ccco2)s1)c1ccco1
 : 30.6	2.55	3.15
O=C(c1cccc2ccccc12)N1CCN(c2ccccc2F)CC1
 : .	-0.71	-0.96
O=C1OC2(CCCCC2)OC(=O)C1=CNc1ccc2c(c1)OCO2
 : 3.3	0.25	-0.38
CCOC(=O)CSc1nc2cccnc2n1-c1ccc(F)cc1
 : -30.7	-0.45	-0.64
C=CCOc1cccc(C2C(C(=O)c3ccc(C)o3)=C(O)C(=O)N2c2nccs2)c1 (configuration not stated)
 : .	1.21	-0.62
COCCNC(=O)c1ccc(CS(=O)(=O)c2c(Cl)cccc2Cl)o1
 : .	1.02	1.39
COc1ccc(CCNC(=O)c2ccc(CNS(=O)(=O)c3cccc(Cl)c3)cc2)cc1OC
 : .	0.71	0.86
Cc1ccc2c(c1)-c1[nH]c(=S)ncc1CS2
 : -140.0	.	.
Cc1ccccc1C(=O)Oc1cccc(Nc2ncnc3ccccc23)c1
 : 20.4	.	.
COCCNC(=O)C(c1cccs1)N(Cc1cccs1)C(=O)Cn1nnc2ccccc21 (configuration not stated)
 : -100.0	0.75	0.65
C/C(=N\Nc1nccnc1Cl)c1c(F)c(F)c(F)c(F)c1F
 : .	1.39	1.4
COc1cccc(NC(=O)COC(=O)CCOc2ccccc2OC)c1
 : -5.3	.	.

Next section:
Second line of a record: INS promoter inh	sdo1 growth	sdo1 growth Rescue 24 h
CCc1ccc(NC(=O)Cc2ccc(OC)cc2)cc1
 : 3.5	0.85	0.83
CCCCOC(=O)Cn1c(=N)n(CCN(CC)CC)c2ccccc21
 : -3.5	0.27	0.11
COc1ccccc1CNC(=O)COC(=O)Cc1ccc(Cl)cc1
 : .	-0.8	-1.51
O=C(Nc1cccc(C(F)(F)F)c1)c1cccnc1N1CCN(CCO)CC1
 : -300.0	-0.17	-0.83
FC(F)(F)c1ccc(N2CCN(c3ncnc4c3nnn4Cc3ccccc3Cl)CC2)cc1
 : 31.2	-0.34	1.29
CC(C)Cc1nnc(NC(=O)CCC(=O)N2CCN(S(=O)(=O)c3ccccc3)CC2)s1
 : 3.5	0.03	-0.21
CCc1ccc(N(C(=O)c2ccoc2C)C(C(=O)NC2CCCC2)c2ccc(OC)cc2)cc1 (configuration not stated)
 : -32.3	-0.28	-0.37
CC1CCCC(NC(=O)COC(=O)Cc2cn3ccsc3n2)C1C (configuration not stated)
 : -6.1	-0.47	-0.79
O=C(c1nn(Cc2ccccc2)c(=O)c2ccccc12)N1CCN(c2ccccn2)CC1
 : .	-1.03	-1.21
O=C(Cc1cccs1)Nc1nc(-c2ccc(F)cc2F)cs1
 : 33.3	-2.16	-1.66
COc1ccc(C2C(C(C)=O)=C(O)C(=O)N2CCCn2ccnc2)cc1 (configuration not stated)
 : 56.7	0.75	-0.08
CCc1ccc(NCc2nc3ccccc3c(=O)[nH]2)cc1
 : -25.0	0.02	0.21
N#Cc1nc(-c2ccccc2F)oc1NCc1ccccc1
 : .	-1.32	-0.72
CCOC(=O)c1c(NC(=O)CN(CC)CC)sc2c1CCN(C(=O)OCC)C2
 : .	-0.41	-0.09

Screening data as filed in PubChem BioAssay.
